Bioassay records deposited in PubChem BioAssay by Milwaukee Institute for Drug Discovery.
NS3h inh CB = hepatitis C NS3 helicase inhibition, primary screen | NS3h Cy5-dT15 DNA binding, fluorescence polarization | inhibition, % at 100 µM | 16,000 tested, 1.6% active;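 active means inhibition above the average over every tested compound plus 3 SD, cut at about 40% in these data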
Cy5 interf NS3h = Cy5 fluorescence interference, HCV helicase counter-screen; 16,000 tested, 6% active; fluorescence interference ratio at 100 µM; AID 720488; Cy5-dT15 DNA with NS3h; actives lie on both sides; signal over control mean, under 1 quenches;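 active means compound fluorescence over control fluorescence at most 0.8, a quencher, or at least a set upper limit, an enhancer; inactive means ratio between 0.8 and the set upper limit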
* marks the source's active call; other numbers are inactive results.

The first 4 records (preview)
Every second line gives: NS3h inh CB, Cy5 interf NS3h
O=C(c1ccncc1)N1N=C(c2ccc(Cl)cc2)CC1(O)C(F)(F)F (centres undefined)
→ 13, 1
COc1cccc(C(=O)Nc2ccc(Br)cc2C(=O)O)c1
→ -2, 1.1
O=S(=O)(Nc1cccc2ccccc12)c1cc(Cl)ccc1Cl
→ 12, 0.99
O=C(O)CC(NC(=O)c1ccccc1)c1ccc(Cl)cc1 (centres undefined)
→ -1, 1.1

This part in full, repeating the preview:
Every second line gives: NS3h inh CB, Cy5 interf NS3h
O=C(c1ccncc1)N1N=C(c2ccc(Cl)cc2)CC1(O)C(F)(F)F (centres undefined)
→ 13, 1
COc1cccc(C(=O)Nc2ccc(Br)cc2C(=O)O)c1
→ -2, 1.1
O=S(=O)(Nc1cccc2ccccc12)c1cc(Cl)ccc1Cl
→ 12, 0.99
O=C(O)CC(NC(=O)c1ccccc1)c1ccc(Cl)cc1 (centres undefined)
→ -1, 1.1
Cc1cc(-c2ccc(/C=c3/sc4nc5ccccc5n4c3=O)o2)cc([N+](=O)[O-])c1C
→ 5, 1.1
Cc1ccc(C(=O)Nc2ccc(OCc3ccccc3)cc2)cc1[N+](=O)[O-]
→ 8, 1.1
Cc1ccc(C(O)=C2C(=O)C(=O)N(CCCn3ccnc3)C2c2ccccc2F)cc1 (centres undefined)
→ -18, 1.1
CCN(CC)C(=O)/C(=C/c1cccc([N+](=O)[O-])c1)NC(=O)c1ccc(C)cc1
→ 5, 1
c1ccc(-c2cc(-c3cc(-c4ccccc4)on3)no2)cc1
→ -12, 0.84
CC(C1COc2ccccc2O1)N1C(=O)CCC1=O (centres undefined)
→ -2, 1
COCCCNC(=O)c1ccccc1[N+](=O)[O-]
→ 3, 1.1
COc1ccc(N2C(=O)/C(=C\c3cc(C)n(-c4ccccc4)c3C)SC2=S)cc1
→ 12, 1.2
C/C(C=O)=C\c1ccc(/C=C(C)/C=C2/SC(=S)N(c3ccccc3)C2=O)cc1
→ -18, 1.1
C=CCn1c(-c2ccc(C(C)(C)C)cc2)n[nH]c1=S
→ 12, 1
NC(=O)Cn1cc(/C=C2\C(=O)NC(=O)N(Cc3ccccc3)C2=O)c2ccccc21
→ -1, 1
CCc1ccc(OCC(=O)Nc2cc3nn(-c4ccc(OC)cc4)nc3cc2C)cc1
→ 3, 1.1
O=C(Nc1ccc(Br)cc1)c1ccccc1F
→ 20, 0.86
Cc1c(C=C(C#N)C#N)c(C)c([N+](=O)[O-])c(C)c1[N+](=O)[O-]
→ 18, 1
COc1ccc(CN2CCN(Cc3ccc(OC)c(OC)c3OC)CC2)cc1OC
→ -3, 1.1
Cc1ccc(C(=O)O)cc1-n1c(C)ccc1C
→ 82*, 1.4*
CCOc1cccc(-c2nnc(NC(=O)Nc3ccccc3)s2)c1
→ 5, 1.1
CCN1C(=O)/C(=C/c2c(NCCCn3ccnc3)nc3c(C)cccn3c2=O)SC1=S
→ 39, 0.94
COC(=O)c1ccc(NC(=O)c2ccc(OC)cc2)cc1
→ 4, 1.1
CCN1C(=O)C(=Cc2ccc(OC)cc2OC)C(=O)NC1=S
→ 40, 0.9
COc1ccc(NC(=O)c2cc(-c3ccccc3)nc3ccccc23)cc1
→ 0, 1.1
COc1ccc(N2C(=O)NC(=O)/C(=C\c3cc(OC)c(OC)cc3OC)C2=O)cc1
→ 1, 1
O=c1cc(-c2ccccc2)nc2cc(-c3cccs3)[nH]n12
→ 57*, 1.2
Cc1c(NC(=O)c2ccc(Cl)c(Cl)c2)c(=O)n(-c2ccccc2)n1C
→ 6, 1
CC(=O)c1cccc(N2C(=O)C3C4C=CC(C4)C3C2=O)c1 (centres undefined)
→ 2, 1.1
Cc1ccc(S(=O)(=O)Nc2ccccn2)cc1C
→ 4, 0.99

Shown as a hit in NS3h inh CB (from the list above):
| mol | NS3h inh CB |
| --- | --- |
| Cc1ccc(C(=O)O)cc1-n1c(C)ccc1C | 82* |
| O=c1cc(-c2ccccc2)nc2cc(-c3cccs3)[nH]n12 | 57* |

More entries follow.
Every second line gives: NS3h inh CB, Cy5 interf NS3h
O=C(NCCc1ccc(Cl)cc1)C(=O)Nc1nccs1
→ 7, 1.1
CCOCCOCCC(C(=O)O)P(=O)(c1ccccc1)c1ccccc1 (centres undefined)
→ -3, 0.63*
CCN(CP(=O)(O)CN1CCOCC1)C(C)=O
→ 2, 0.98
Cc1ccc(C2CC(C(F)(F)F)n3ncc(C(=O)N4CCSCC4)c3N2)cc1 (centres undefined)
→ 15, 0.49*
COC(=O)c1ccc(Oc2ccc(OC(C)=O)cc2)cc1
→ 5, 1.1
COC(=O)c1ccccc1NC(=O)CN(c1ccc(C(C)C)cc1)S(=O)(=O)c1ccccc1
→ 11, 0.99
COC(=O)C(C)Oc1cc2oc(=O)c3c(c2cc1Cl)CCC3 (centres undefined)
→ 12, 0.87
O=C(/C=C/c1ccc(OCc2ccccc2)cc1)c1cccc(Br)c1
→ -3, 0.97
CCOC(=O)c1cnc2cc(-c3cccs3)[nH]n2c1=O
→ 4, 1.1
CCOC(=O)C1=C(C)N=c2s/c(=C\c3cc4c(cc3Cl)OCO4)c(=O)n2C1c1cccc(OC)c1 (centres undefined)
→ 10, 1.1
COc1ccc(/C=C(\NC(=O)c2ccc(Cl)cc2)C(=O)NCc2cccnc2)cc1OC
→ 8, 0.97
CCC(c1ccccc1)c1nnc(NC(=O)Nc2ccccc2)s1 (centres undefined)
→ 13, 0.97
CC(=O)Oc1ccc(C(=O)O)c(OC(C)=O)c1
→ -1, 0.91
CC(=O)Nc1ccc2c(c1)C(=O)c1ccccc1C2=O
→ -8, 0.91
CN(C)Cc1c(O)ccc2cc(-c3nc4ccccc4s3)c(=O)oc12
→ 7, 0.99
COc1cc(/C=C(\C#N)C(=O)NCC2CCCO2)ccc1OCC(N)=O (centres undefined)
→ -4, 1.1
COc1ccc(C(=O)Nc2ccc(Cc3ccncc3)cc2)cc1OC
→ 21, 0.99
COc1ccc(-n2nc3cc(C)c(NC(C)=O)cc3n2)cc1
→ 8, 1.1
O=C(Nc1ccccc1Br)C1CN(S(=O)(=O)c2ccccc2)CCN1S(=O)(=O)c1ccccc1 (centres undefined)
→ -1, 1.1
CC(c1ccccc1)c1nnc(NC(=O)c2cccs2)s1 (centres undefined)
→ 36, 0.92
O=C(Cc1ccc(Cl)cc1)NCCN1CCOCC1
→ 30, 0.91
COc1ccc(/C=C/C(=O)CC(=O)C(Cl)(Cl)Cl)cc1
→ 10, 0.91
Oc1c(C=C2C=Nc3ccccc32)sc(=S)n1-c1ccc(Cl)cc1
→ 18, 1
CCN(CC)CCCNC(=O)c1ccc(Cl)cc1[N+](=O)[O-]
→ 2, 1
CCc1ccccc1NC(=O)/C=C/c1ccc(OC)c(Br)c1
→ 24, 0.98
C=CCOc1ccc(/C=C2\SC(=S)N(c3ccc([N+](=O)[O-])cc3)C2=O)cc1OC
→ 4, 1
Cc1ccc(CSCCNC(=O)c2ccc(CN(c3cccc(Cl)c3)S(C)(=O)=O)cc2)cc1
→ 16, 0.87
Cc1ccccc1NC(=O)/C=C/c1cccc(C(F)(F)F)c1
→ -2, 0.95
Cc1cc(Br)c2c(c1)c(N=NC(N)=S)c(O)n2C
→ 10, 1
O=c1/c(=C\c2cc(Cl)c(O)c(Cl)c2)sc2nc3ccccc3n12
→ 12, 0.99

(next part)
Every second line gives: NS3h inh CB, Cy5 interf NS3h
Cc1cc([N+](=O)[O-])ccc1-c1ccc(/C=C2/C(=O)NC(=S)N(c3ccc(Cl)cc3)C2=O)o1
→ 6, 1.2
Nc1cc[n+](CC(=O)c2ccccc2)cc1
→ -14, 0.77*
Cc1ccc(Cl)cc1NC(=O)Cc1ccccc1[N+](=O)[O-]
→ 8, 0.96
CCN1/C(=C/C=Nc2ccccc2)Oc2ccccc21
→ 3, 0.89
CCOc1ccc(C(=O)N2CC(C)OC(C)C2)cc1OCC (centres undefined)
→ -2, 1.1
O=c1[nH]cnc(O)c1C(c1ccc2c(c1)OCO2)c1c(O)nc[nH]c1=O
→ 4, 1.1
O=[N+]([O-])c1cccc(S(=O)(=O)N2CCc3ccccc3C2)c1
→ 17, 1.1
COc1ccc(OC(C)C(=O)Nc2ccccc2F)cc1 (centres undefined)
→ 4, 1
O=C(CN1C(=O)/C(=C/c2cccc(Br)c2)SC1=S)Nc1ccc2c(c1)OCO2
→ 7, 1
O=C1/C(=C\c2ccc(N3N=C(c4ccccc4)CC3c3ccccc3)cc2)SC(=S)N1C1CCS(=O)(=O)C1 (centres undefined)
→ 53*, 1.2*
CN(C)c1ccc(/C=N\N=C2/SC(CC(=O)O)C(=O)N2c2ccc(O)cc2)cc1 (centres undefined)
→ 5, 0.93
CN(C)CC1C(=O)N(c2ccccc2)N(c2ccccc2)C1=O
→ 1, 1
Cc1ccc(N=C2NC(=O)/C(=C\c3cccc(Br)c3)S2)cc1C
→ 0, 0.79*
O=C(NCCCO)C(=O)NCCc1ccc(Cl)cc1
→ 4, 0.92
COc1ccc(/C=C2\SC(=O)N(CC(=O)NC(C)(C)C)C2=O)cc1OC
→ 3, 0.95
CCOc1ccc(N(CC(=O)OC)S(=O)(=O)c2ccc(Cl)cc2)cc1
→ 13, 1
COC(=O)c1ccc(C(=O)OC)c(NC(=O)/C=C/c2ccccc2)c1
→ 10, 1
O=C1NC(=O)C(=Cc2cc([N+](=O)[O-])cc(Br)c2O)C(=O)N1
→ 49*, 0.9
CCCOc1ccc(C(=O)Nc2ccccc2C(=O)OC)cc1
→ 13, 0.7*
O=C(CSc1nc2ccccc2[nH]1)Nc1ccc2c(c1)oc1ccccc12
→ -9, 0.98
CC(C)CCNS(=O)(=O)c1ccc([N+](=O)[O-])cc1
→ 1, 1
COc1ccc(CN(C)C(=O)c2cccc(C(=O)N(C)Cc3ccc(OC)cc3)c2)cc1
→ 3, 1
O=C(O)c1cccc2c(Br)ccc(C(=O)O)c12
→ 3, 0.68*
CC(O)=C(C(=S)NC(=O)c1ccccc1)C(N)=NC(=O)c1ccccc1
→ -3, 1
COC(=O)C12CCC3(SCCS3)C(C(=O)OC)(CCC13SCCS3)C2
→ 4, 1.1
CCc1ccc(OCC(=O)Nc2cccc(OC)c2)cc1
→ 14, 0.74*
Cc1ccc([N+](=O)[O-])cc1NC(=O)c1ccc(I)cc1
→ 15, 0.92
O=C(Nc1ccccc1C(=O)Nc1ccccn1)c1ccccc1F
→ 9, 0.95
CCOC(=O)C1=C(c2ccccc2)N(C)C(=O)NC1c1ccc2c(c1)OCO2 (centres undefined)
→ 11, 1
COc1ccccc1C1NC(=O)NC(C)=C1C(=O)Nc1ccccc1Cl (centres undefined)
→ -3, 1

Carrying on.
Every second line gives: NS3h inh CB, Cy5 interf NS3h
COc1ccc(C(=O)/C=C/Nc2ccc(Br)c(Cl)c2)cc1
→ 1, 1
Cc1ccc(C(O)=CC(=O)C(=O)NCc2ccccc2)cc1
→ 22, 1.1
COc1cc(NC(=O)c2cccc([N+](=O)[O-])c2)cc(OC)c1
→ 18, 1
CCOc1ccc(C=C2C(=O)NC(=S)NC2=O)cc1Cl
→ 10, 0.99
CC(C)(C)OC(=O)COc1ccc2c3c(c(=O)oc2c1)CCC3
→ 6, 1
CN1C(=O)C(=Cc2ccccc2OCc2ccccc2F)C(=O)N(C)C1=O
→ 9, 0.94
COc1ccc(C(=O)O/N=C2\C(=O)N(C)c3ccccc32)cc1OC
→ -2, 1.1
CCOC(=O)c1sc(NC(=O)CCCOc2ccc(Cl)cc2Cl)nc1C
→ 22, 0.97
CCOC(=O)C1=C(O)/C(=C/c2ccccc2)SC1=Nc1cccc2ccccc12
→ 6, 1.1
Cc1ccc(-n2c(=O)c3c(n4cnnc24)-c2ccccc2CC32CCCCC2)cc1
→ 1, 1.1
COc1c([N+](=O)[O-])c(=O)oc2ccccc12
→ 4, 0.94
COc1ccc(OC)c(NC(=O)CN(c2ccccc2OC)S(=O)(=O)c2ccccc2)c1
→ 18, 1
N#C/C(=C\c1cccs1)c1nc(-c2ccc(Br)cc2)cs1
→ 0, 0.96
O=C(COc1cccc2ccccc12)NCc1ccccn1
→ 1, 0.91
COc1cc(OC)c(C2NC(=S)NC(C)=C2C(=O)Nc2ccc(C)c(Cl)c2)cc1OC (centres undefined)
→ 7, 1.1
Clc1ccc(CN2CCN(/N=C\c3ccc(Br)s3)CC2)cc1
→ 3, 1.1
CCOC(=O)C1CCN(C(=O)Cc2ccc(Cl)cc2)CC1
→ 5, 0.91
COc1ccc(C(=O)Nc2ccccc2C(=O)NCCC(=O)NCc2ccco2)cc1
→ -2, 1.1
O=C(Cc1ccccc1)Nc1ccccc1C(=O)N1CCCCCC1
→ 0, 1.1
COC(=O)C1=C(C)NC2=C(C(=O)c3ccccc32)C1c1ccc(OCc2ccc(F)cc2)c(OC)c1 (centres undefined)
→ -1, 1
O=C(Nc1ccc(Nc2ccccc2)cc1)c1ccc([N+](=O)[O-])cc1
→ 17, 0.95
O=C(COc1ccc2ccccc2c1)Nc1ccc(O)c(-c2nc3ccccc3o2)c1
→ 0, 1
O=C(Nc1ccc2ccccc2c1)C1CC(=O)N(c2cccc([N+](=O)[O-])c2)C1 (centres undefined)
→ 6, 0.96
COc1ccc(CCNC2CC(=O)N(c3ccc(C)c(Cl)c3)C2=O)cc1 (centres undefined)
→ 2, 1
COc1cc2c(cc1OC)C1(CCCC1)CNC2c1cccc([N+](=O)[O-])c1 (centres undefined)
→ 6, 1.1
CC(=O)c1ccc(C(C)(C)C)cc1NC(=O)c1ccccc1
→ 3, 1
CN(C)c1ccc(N2C(=O)C=CC2=O)cc1
→ 65*, 0.96
Cc1ccc(NC(=O)c2cc3ccccc3cc2O)c(C)c1
→ 11, 0.77*
Cc1oc2ccc(O)cc2c1-c1ccccc1
→ 23, 0.9

Single entries from the list:
COC(=O)C1=C(C)NC2=C(C(=O)c3ccccc32)C1c1ccc(OCc2ccc(F)cc2)c(OC)c1 (centres undefined) in NS3h inh CB = -1
Cc1ccc(C(O)=CC(=O)C(=O)NCc2ccccc2)cc1 in Cy5 interf NS3h = 1.1
COc1ccc(C(=O)/C=C/Nc2ccc(Br)c(Cl)c2)cc1 in NS3h inh CB = 1
Cc1ccc(NC(=O)c2cc3ccccc3cc2O)c(C)c1 in Cy5 interf NS3h = 0.77*
